High-throughput results deposited in PubChem BioAssay by several laboratories.
NCOA3 inh: SRC3 coactivator transcriptional activity inhibitors, primary screen, cell-based, luminescence | Nuclear receptor coactivator 3 (Homo sapiens), Q9Y6Q9 | inhibition, % at 3.6 µM | AID 588352, 2011 | hit rate 0.17% among 360,000 | HEK293 GAL4-SRC3 luciferase reporter;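 active = inhibition above a per-campaign cutoff, the mean of all compounds plus 3 SD, cut at about 60% in these data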;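 also: 0% = DMSO-treated cells and 100% = gossypol-treated cells at 36 µM; higher means less SRC3-driven luciferase light from the GAL4 reporter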
Target sequence (Q9Y6Q9 whole entry, looked up, the tested form may be a part): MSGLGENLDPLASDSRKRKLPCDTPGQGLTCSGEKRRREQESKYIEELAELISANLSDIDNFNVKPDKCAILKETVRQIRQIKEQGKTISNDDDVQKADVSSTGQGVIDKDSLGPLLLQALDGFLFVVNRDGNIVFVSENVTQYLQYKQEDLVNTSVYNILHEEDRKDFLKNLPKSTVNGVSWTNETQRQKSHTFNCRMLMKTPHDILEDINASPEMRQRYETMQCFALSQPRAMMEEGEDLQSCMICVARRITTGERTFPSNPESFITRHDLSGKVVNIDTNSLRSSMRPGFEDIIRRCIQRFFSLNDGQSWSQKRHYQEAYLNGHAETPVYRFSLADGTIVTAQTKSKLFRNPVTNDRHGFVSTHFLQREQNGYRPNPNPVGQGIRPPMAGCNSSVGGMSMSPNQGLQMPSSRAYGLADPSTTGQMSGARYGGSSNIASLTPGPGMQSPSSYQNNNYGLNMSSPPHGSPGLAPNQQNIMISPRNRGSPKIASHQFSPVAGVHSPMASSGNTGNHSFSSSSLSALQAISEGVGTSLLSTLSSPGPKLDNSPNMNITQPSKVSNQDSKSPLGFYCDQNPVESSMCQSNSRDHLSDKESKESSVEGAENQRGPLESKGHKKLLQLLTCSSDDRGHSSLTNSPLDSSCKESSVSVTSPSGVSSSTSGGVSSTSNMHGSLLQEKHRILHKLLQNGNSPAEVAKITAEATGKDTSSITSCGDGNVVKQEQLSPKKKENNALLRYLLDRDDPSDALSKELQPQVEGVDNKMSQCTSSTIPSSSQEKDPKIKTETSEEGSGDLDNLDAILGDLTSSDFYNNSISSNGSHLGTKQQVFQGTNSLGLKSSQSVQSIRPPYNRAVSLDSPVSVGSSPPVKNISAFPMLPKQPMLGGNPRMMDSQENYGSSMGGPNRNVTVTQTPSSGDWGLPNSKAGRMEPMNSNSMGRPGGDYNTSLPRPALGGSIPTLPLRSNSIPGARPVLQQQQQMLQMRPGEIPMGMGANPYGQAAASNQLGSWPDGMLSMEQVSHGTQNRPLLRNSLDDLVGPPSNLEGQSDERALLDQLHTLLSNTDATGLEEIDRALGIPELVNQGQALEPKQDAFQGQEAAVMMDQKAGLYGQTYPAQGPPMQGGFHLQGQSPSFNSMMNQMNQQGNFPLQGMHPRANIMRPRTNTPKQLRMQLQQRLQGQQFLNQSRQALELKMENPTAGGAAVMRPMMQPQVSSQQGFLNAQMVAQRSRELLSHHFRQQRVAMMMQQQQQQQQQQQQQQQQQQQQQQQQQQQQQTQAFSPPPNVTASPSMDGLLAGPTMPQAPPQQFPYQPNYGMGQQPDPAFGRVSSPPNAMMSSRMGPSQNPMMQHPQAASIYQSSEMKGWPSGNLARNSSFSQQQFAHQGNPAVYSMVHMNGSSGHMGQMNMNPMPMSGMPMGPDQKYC
SRC2 inh: inhibition of GAL4-SRC2 driven luciferase reporter, primary screen, SRC2 inhibitor project, cell-based, luminescence. Nuclear receptor coactivator 2 (Homo sapiens), Q15596. HEK293 GAL4-SRC2 luciferase reporter. inhibition, % at 9 µM. hit rate 0.17% among 370,000. AID 651957, 2012;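 active = inhibition above the mean inhibition of all tested compounds plus 3 SD, set per campaign, cut at about 52% in these data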;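 also: 0% = DMSO treated cells and 100% = cells given Gossypol at 36 µM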
NCOA1 inh: SRC1 coactivator transcriptional activity inhibitors, primary screen, cell-based, luminescence; HEK293 GAL4-SRC1 luciferase reporter; Nuclear receptor coactivator 1 (Homo sapiens), Q15788; AID 588354, 2011; hit rate 0.12% among 360,000; inhibition, % at 3.6 µM;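 active = inhibition above the campaign mean plus 3 SD, with each screening campaign given its own cutoff, cut at about 60% in these data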;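 also: 0% = DMSO treated cells and 100% = gossypol at 36 µM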
EBV LMP1 NFkB: EBV LMP1-driven NF-kappaB luciferase reporter inhibitors, primary screen, cell-based, luminescence, single point; inhibition, % at 12.5 µM; LMP1-induced NF-kappaB luciferase reporter cells; hit rate 0.69% among 350,000; AID 504558, 2011; in the data active = inhibition above about 41%;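 also: 0% = neutral control wells and 100% = reference inhibitor control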
TLR9-MyD88 block: inhibitors of TLR9-MyD88 association in cells, primary screen, cell-based, CHO, BLA complementation, fluorescence. Toll-like receptor 9 (Homo sapiens) + Myeloid differentiation primary response protein …. CCF4 FRET ratio. inhibition, % at 4.98 µM. hit rate 0.21% among 340,000;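 active = inhibition above the mean over all tested compounds plus 3 SD, cut at about 21% in these data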;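 also: 0% = DMSO only wells and 100% = clavulanate BLA inhibitor control wells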
NOD2-RIPK2 inh: NOD2-RIPK2 binding disruptors in cells, primary screen, fluorescence, CHO cells, BLA complementation. Receptor-interacting serine/threonine-protein kinase 2 (Homo sapiens), O43353. inhibition, % at 4.98 µM. CCF4 ratio. hit rate 0.38% among 360,000; in the data active = inhibition above about 21%;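 also: 0% = vehicle only and 100% = reference blocker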
TRAIL sens C8: viability loss with TRAIL in NB7+C8 cells, primary screen, TRAIL sensitizer project, cell-based, ATPlite luminescence. inhibition (viability loss, TRAIL sensitization), % at 10 µM. hit rate 1% among 360,000. AID 624354, 2012;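 active = compounds causing at least 50% loss of cell viability in the single-dose screen, relative to plate controls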
TWEAK Fn14 block: inhibitors of TWEAK-Fn14 signaling, primary screen, luciferase reporter cells, uHTS. inhibition, % at 10 µM. AID 1159606, 2016. TWEAK-stimulated Fn14 reporter cells, luciferase luminescence, 8 h. hit rate 2% among 360,000; in the data active = inhibition above about 50%
NR2F2 inh: NR2F2 transcriptional activity inhibitors, primary screen, cell-based, luciferase reporter, HEK293T, luminescence | COUP transcription factor 2 (Homo sapiens), P24468 | HEK293T NGFI-A luciferase reporter | inhibition, % at 8.6 µM | hit rate 0.7% among 370,000 | AID 686940, 2013;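 active = inhibition above a per-plate cutoff, mean inhibition of test wells between control levels plus 3 SD, cut at about 38% in these data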;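 also: cells cotransfected with COUP-TFII expression vector driving the NGFI-A reporter; 0% = median of COUP-TF2 test wells and 100% = reporter-only cells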
TROY NFkB inh: inhibitors of TROY-driven NF-kB signaling, primary screen, Q293 LMP1-TROYcd cells, NF-kB luciferase, uHTS | AID 1347056, 2019 | hit rate 0.98% among 360,000 | inhibition, % at 10 µM | Q293 LMP1-TROYcd NF-kB luciferase reporter, 4 h;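 active = compounds whose plate-normalised and pattern-corrected inhibition of the luciferase reporter signal at the single screening dose is 50% or more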
LRH-1 inv ag: LRH-1 (NR5A2) inverse agonists, primary screen, cell-based, luminescence, HEK293T, StAR-luciferase reporter. Nuclear receptor subfamily 5 group A member 2 (Homo sapiens), O00482. LRH-1 transfected, 24 h. inhibition, % at 3.6 µM. hit rate 0.13% among 360,000;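 active = inhibition above the mean inhibition of all tested compounds plus 3 SD, cut at about 73% in these data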;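 also: 0% = DMSO wells and 100% = reporter-only cells lacking LRH-1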
* hit, by the source's call; nt = not tested or not shown.

nr	SMILES	NCOA3 inh	SRC2 inh	NCOA1 inh	EBV LMP1 NFkB	TLR9-MyD88 block	NOD2-RIPK2 inh
1	COC(=O)c1cccc(NC(=O)c2ccc3c(c2)C(=O)N(CC2CCCO2)C3=O)c1 (stereo not drawn)	-17	-8	-7	-2	-5	-1
2	COc1nc(OCC#N)nc(N(C)C)n1	-3	-7	0	1	14	0
3	Cc1cc(OCCOCCN2CCCC2)ccc1C(C)C	6	22	-8	-6	-9	0
4	O=C(Cn1nnc(-c2ccc(N3CCOCC3)cc2)n1)OC1CCCCC1	3	1	11	12	-2	4
5	COc1ccc(C(=O)c2c[nH]c(C(=O)N=CN(C)C)c2)cc1	-3	6	11	-6	-4	-9
6	O=C(O)c1cc2nccc(-c3ccco3)n2n1	16	20	-12	-9	3	-1
7	O=C(Nc1ccc(F)cc1)C1CCCN(S(=O)(=O)c2ccc(-n3cnnn3)cc2)C1 (stereo not drawn)	-12	10	-8	-3	-2	-21
8	CC(C)(C)NC(=O)/C(=C\C=C\c1ccccc1)NC(=O)c1ccc([N+](=O)[O-])cc1	22	29	10	-1	-2	-6
9	COc1ccc2[nH]c(=O)c(CNc3ccc(C)c(C)c3)cc2c1	-28	-32	-18	-5	-3	-5
10	CC(=O)N(CC(=O)Nc1sc(C)c(C)c1C(N)=O)Cc1ccccc1	6	-18	6	0	-8	8
11	COCCn1c(-c2ccccc2)cnc1N	-2	-20	5	-7	-7	-7
12	C[C@@H]1CN([C@@H](C)CO)C(=O)c2cccc(NS(C)(=O)=O)c2O[C@H]1CN(C)Cc1ccc(Oc2ccccc2)cc1	-11	1	-13	4	-8	1

nr	TRAIL sens C8	TWEAK Fn14 block	NR2F2 inh	TROY NFkB inh	LRH-1 inv ag
1	2	-4	-3	-10	10
2	-3	5	-1	3	12
3	-9	-1	-1	10	-12
4	29	14	-6	-40	9
5	-4	12	-21	-11	-7
6	-2	16	-9	-14	0
7	-2	6	2	1	-5
8	-7	-32	-3	15	1
9	-6	-13	5	-42	-34
10	-6	2	4	1	7
11	-18	-8	-3	-8	20
12	8	-12	4	-2	0

A second format for some results above:
nr	canonical_smiles	NCOA3 inh	SRC2 inh	NCOA1 inh	EBV LMP1 NFkB	TLR9-MyD88 block	NOD2-RIPK2 inh	TRAIL sens C8	TWEAK Fn14 block	NR2F2 inh	TROY NFkB inh	LRH-1 inv ag
7	O=C(Nc1ccc(F)cc1)C1CCCN(S(=O)(=O)c2ccc(-n3cnnn3)cc2)C1 (stereo not drawn)	-12	10	-8	-3	-2	-21	-2	6	2	1	-5
8	CC(C)(C)NC(=O)/C(=C\C=C\c1ccccc1)NC(=O)c1ccc([N+](=O)[O-])cc1	22	29	10	-1	-2	-6	-7	-32	-3	15	1
9	COc1ccc2[nH]c(=O)c(CNc3ccc(C)c(C)c3)cc2c1	-28	-32	-18	-5	-3	-5	-6	-13	5	-42	-34
10	CC(=O)N(CC(=O)Nc1sc(C)c(C)c1C(N)=O)Cc1ccccc1	6	-18	6	0	-8	8	-6	2	4	1	7
11	COCCn1c(-c2ccccc2)cnc1N	-2	-20	5	-7	-7	-7	-18	-8	-3	-8	20
12	C[C@@H]1CN([C@@H](C)CO)C(=O)c2cccc(NS(C)(=O)=O)c2O[C@H]1CN(C)Cc1ccc(Oc2ccccc2)cc1	-11	1	-13	4	-8	1	8	-12	4	-2	0

(continued)
nr	SMILES	NCOA3 inh	SRC2 inh	NCOA1 inh	EBV LMP1 NFkB	TLR9-MyD88 block	NOD2-RIPK2 inh
13	Cn1c(N)c(C(=O)COC(=O)CNC(=O)c2ccc(Cl)cc2Cl)c(=O)n(C)c1=O	-4	-1	1	14	-2	-7
14	OCC1(C2=NOC(O)(C(F)(F)F)C2)CCCCC1 (stereo not drawn)	-13	-3	-6	-4	-2	-18
15	C=CCSc1nnc(Cn2c(=O)sc3ccccc32)n1C	6	-25	-1	0	-14	3
16	COc1ccc(C(C)(C)C)cc1S(=O)(=O)n1ccnc1C	3	-2	3	2	0	1
17	CCC(=O)c1cn(CC(=O)Nc2ccccc2F)c2ccccc12	-17	-10	-17	7	-6	2
18	O=[N+]([O-])c1ccccc1C(O)Cc1ccccn1 (stereo not drawn)	-9	-2	-9	3	-6	-4
19	O=C(CN1C(=O)NC2(CCCc3ccccc32)C1=O)c1ccccc1F (stereo not drawn)	-16	3	-8	-2	-6	-10
20	Cn1c(SCC(=O)Nc2nccs2)nnc1-c1ccccn1	1	-18	-29	4	-5	-7
21	Cc1ccccc1NC(=O)c1cccc(NC(=O)c2ccccc2C(=O)O)c1	22	-17	-24	-3	0	-10
22	N#Cc1cccc(NS(=O)(=O)c2ccc(S(=O)(=O)N3CCOCC3)cc2)c1	7	14	-8	-16	3	-7
23	COc1ccc(NC(=O)COC(=O)c2cc(=O)c3ccccc3o2)cc1OC	-12	-8	-17	-7	-20	3
24	O=C(CN1CCN(S(=O)(=O)c2ccc(Br)cc2)CC1)N/N=C/c1ccncc1	16	-18	-41	-1	-7	-1

nr	TRAIL sens C8	TWEAK Fn14 block	NR2F2 inh	TROY NFkB inh	LRH-1 inv ag
13	-5	-12	8	-2	5
14	-1	2	0	0	4
15	5	-13	-3	-2	-18
16	-7	-4	10	-7	-15
17	-16	-21	-1	1	-4
18	2	0	-11	1	10
19	-6	8	0	-15	-13
20	-4	8	-1	2	4
21	5	-20	13	-19	1
22	7	5	3	17	4
23	-15	-4	-18	-35	-8
24	-9	-18	8	17	1

Later entries:
nr	SMILES	NCOA3 inh	SRC2 inh	NCOA1 inh	EBV LMP1 NFkB	TLR9-MyD88 block	NOD2-RIPK2 inh
25	CCOC(=O)Nc1sc(=S)n(C)c1C	-9	12	2	1	-4	-6
26	O=C(Nc1nccs1)c1ccc(-c2ccc(F)cc2)o1	-57	-38	-93	-58	-7	-1
27	O=C(COC(=O)C1(c2ccc(F)cc2)CCCC1)NC1CC1	8	0	8	9	-11	-21
28	CCn1ncc(C2=NOC(C(=O)N3CCC(C(N)=O)CC3)C2)c1C (stereo not drawn)	12	-37	4	0	-1	3
29	O=C(CCNC(=O)C1CCN(S(=O)(=O)c2ccc(F)cc2)CC1)NCc1cccnc1	-31	14	-4	0	-16	-4
30	CSCCC(NS(=O)(=O)c1ccccc1F)C(=O)NCc1ccncc1 (stereo not drawn)	7	10	4	2	-2	-11
31	O=C1NC(=O)C(CC(=O)N(c2ccccc2)C2(C(=O)NC3CCCC3)CCCCC2)N1 (stereo not drawn)	9	nt	13	1	-4	-9
32	CC(=NC1CC1)C1=C(O)c2ccccc2C1=O	-68	-50	-82	-16	6	-4
33	Cc1ccc(Cn2c(=N)c(C(=O)NCC3CCCO3)cc3c(=O)n4ccccc4nc32)cc1 (stereo not drawn)	13	-1	-13	-4	-29	-22
34	O=CNc1cc(-c2ccccc2)cn2c(-c3ccc(F)c(Cl)c3)cnc12	-16	18	-4	nt	nt	-9
35	O=C(CC(c1ccccc1)c1ccco1)Nc1nccs1 (stereo not drawn)	2	-3	-4	-6	-9	-4
36	O=C(NC1CCCC1)C(c1cccnc1)N(C(=O)c1csnn1)c1ccccc1Cl (stereo not drawn)	-1	14	9	-19	0	-2

nr	TRAIL sens C8	TWEAK Fn14 block	NR2F2 inh	TROY NFkB inh	LRH-1 inv ag
25	4	-7	7	10	-3
26	54*	29	-24	-77	-151
27	5	5	-11	-14	16
28	-8	7	-5	1	20
29	-7	4	14	-5	1
30	-8	17	6	0	-30
31	5	-18	nt	18	5
32	42	14	-21	-69	-123
33	16	-5	2	-12	-7
34	-18	24	30	9	2
35	-5	2	-16	-50	-23
36	-2	25	-12	5	1

Going on with the list.
nr	SMILES	NCOA3 inh	SRC2 inh	NCOA1 inh	EBV LMP1 NFkB	TLR9-MyD88 block	NOD2-RIPK2 inh
37	Cc1csc(NC(=O)c2ccc3nc[nH]c3c2)n1	-64	-44	-79	3	-4	2
38	O=C1CCN(CCc2ccccc2)CCN1CCSc1ccc(Br)cc1	-25	-7	7	-8	0	7
39	Cc1n[nH]c(=O)n(N=Cc2c[nH]c3ccccc23)c1=O	-5	-28	-21	-4	2	-8
40	COc1ccc(-c2csc(NC(=O)CS(=O)(=O)c3ccc(F)cc3)n2)cc1OC	11	-23	-6	6	-5	-1
41	O=C(NC(=S)NCc1cccnc1)c1cccc2ccccc12	8	-7	-14	-16	4	-12
42	CCCC(=O)N1CCCC(c2cc(C(=O)NCc3cccnc3)no2)C1 (stereo not drawn)	-12	15	2	nt	nt	-2
43	Cc1ccc(C(=O)CCNc2ccc(Br)cc2)o1	-62	-35	-56	-25	-7	-5
44	CSc1nc2ncc3c(n2n1)CC1c2ccccc2CCN1C3=O (stereo not drawn)	3	8	7	-2	-6	-7
45	CCn1c(SCC(=O)N/N=C/C(C)=C/c2ccco2)nnc1-c1ccccc1	2	-7	-11	8	1	-8
46	CCn1c(SCc2ccc(OC)cc2)nnc1-c1ccncc1	11	21	2	6	1	-10
47	CCCCN1CC(=O)N2[C@H]3c4cc(Br)ccc4OC[C@@H]3[C@H](C(=O)OCC)[C@]2(C)C1=O	13	-30	-19	-2	-4	9
48	O=C(NCC1CCCO1)c1ccc([N+](=O)[O-])s1 (stereo not drawn)	-13	6	3	-4	3	-16
49	O=C(CNCC1CCCO1)Nc1ccc(N2CCCCCC2)cc1 (stereo not drawn)	11	-19	10	1	-4	5
50	Fc1cccc2sc(N3CCOCC3)nc12	-30	-28	-28	-10	-6	-6
51	Cc1cccc(C)c1NC(=O)CCc1nnc2ccc(N3CCCC3)nn12	12	5	-18	-1	-19	-2

nr	TRAIL sens C8	TWEAK Fn14 block	NR2F2 inh	TROY NFkB inh	LRH-1 inv ag
37	31	26	-32	8	-105
38	-10	1	0	2	-5
39	-9	11	-1	-2	9
40	-1	-14	-15	6	11
41	-5	-1	11	12	18
42	2	-17	6	4	26
43	9	-26	-12	-18	-47
44	-6	0	12	-37	6
45	-3	16	2	0	3
46	-4	-3	-10	1	1
47	7	-6	12	1	5
48	-1	-4	-17	5	27
49	-6	-2	-17	5	9
50	9	-12	-19	-36	-27
51	4	-10	-22	9	5

Not all compounds are listed (hit frequency here may not be typical).
